Autophagy HCS: modulators of autophagy. MEF GFP-LC3 puncta imaging; test concentration mostly 10 µM. calls only at 10 µM (by protocol). 0.98% of 190,000 active. AID 463193;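 active = percentage of spot-positive cells more than 3 SD above its plate mean, without a fluorescence outlier flag or 80% toxicity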;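 also: spot-positive cell cutoff set from DMSO-treated cells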
CSM14.1 death rescue: rescue of cells from ER stress-induced death, primary screen, 384-well, CSM14.1, thapsigargin, ATP luminescence (AID 1222); CSM14.1 thapsigargin-induced death rescue, ATP luminescence; higher % means a stronger effect; cellular ATP content (survival), % at 20 µM, or EC50 in µM where a hit was titrated; 190,000 tested, under 10 active;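 active = EC50 below 50 µM in the dose-response confirmation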;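 also: death triggered by thapsigargin at about 15 µM added after 2 h compound pretreatment; cell ATP read after overnight thapsigargin exposure of roughly 18 to 22 hours; normalized against plate controls of thapsigargin alone and 5% DMSO vehicle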
Dynein transport: blocks dynein driven cargo transport along microtubules; 3617.4 mouse cells, GR-EGFP nuclear translocation imaging; test concentration mostly 20 µM; stimulated with dexamethasone, 1 µM; active compounds read low; z-score, hits read low; 0.47% of 220,000 active; AID 1381;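 active = plate z-score of nuclear minus cytoplasmic receptor signal below a set negative limit, without overly bright fluorescence or cell loss, cut at about -3.5 in these data, passing the limit was not always enough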;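 also: z-score of nuclear minus cytoplasmic ring GR-EGFP intensity difference per well; some compounds called inactive have numbers as strong as hits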
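Medium: Induction medium lacking tetracycline, stripped serum | Probe or stimulus: 1.0 µM final dexamethasone stimulus | Schedule: 48 h induction, then 1 h compound, then 30 min agonist, 37 °C | Signal: Automated 10x imaging of fixed Hoechst-stained cells | Evaluation: Per-cell GR-EGFP intensity, nucleus versus surrounding cytoplasmic ring, well-averaged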
P. falciparum M17LAP: P. falciparum M17LAP inhibitors, primary screen, biochemical, fluorogenic H-Leu-NHMec substrate, 1536-well (AID 1619). recombinant M17LAP, H-Leu-NHMec fluorogenic kinetic assay; higher % means a stronger effect. 0.38% of 220,000 active. one-dose inhibition, % at 30 µM; IC50 in µM for titrated hits;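 active = compound inhibiting the enzyme by more than half at any dose during confirmatory dose-response retesting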;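 also: plate controls were full reaction with DMSO carrier for no effect and no enzyme background for full effect; strong numbers were not always called active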
P. falciparum M1AAP: malaria alanyl aminopeptidase activity blockers – biochemical, fluorogenic H-Leu-NHMec substrate, 1536-well (AID 1445) | recombinant M1AAP, H-Leu-NHMec fluorogenic kinetic assay; higher % means a stronger effect | one-dose inhibition, % at 30 µM; IC50 in µM for titrated hits | 0.42% of 220,000 active;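 active = primary inhibition above the hit cutoff, then over 50% inhibition at one or more dose response concentrations, cut at about 23% in these data, passing the limit was not always enough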;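 also: plate controls were DMSO full reaction for no effect and no enzyme background for full effect; strong numbers were not always called active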
UTI89 phage lysis: inhibition of K1F phage lysis, E. coli UTI89, bacterial capsule biogenesis inhibitors, alamar blue (AID 488966); one-dose inhibition, % at 100 µM; IC50 in µM for titrated hits; E. coli UTI89 K1F phage lysis, alamar blue, 2 h; higher % means a stronger effect; 0.02% of 340,000 active;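 active = phage lysis inhibition, versus mean bacterial control, above a set limit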;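 also: capsule biogenesis inhibitors block K1F phage lysis so surviving cells raise fluorescence; higher fluorescence means more inhibition of phage lysis; actives were called in the ten point dose series up to 300 µM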
Ins promoter up: MIN6 insulin promoter up-regulation; AID 1625; MIN6 insulin promoter-GFP reporter, high-content imaging; active compounds read high; z-score at 5 µM; 0.3% of 190,000 active;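 active = z-score above 3 at 5 µM with at least 500 cells counted in the well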
MT stabilizer: microtubule stabilization, imaging screen; HeLa tubulin immunostaining HCS, 24 h; share of cells brighter than vehicle mean+2SD; % tubulin-high responders, % at 10 µM; 0.83% of 200,000 active;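 active = plate Z-score above 3 for both tubulin-high and condensed-nucleus cell shares, with cell loss under 80%, at 10 µM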;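 also: anti alpha tubulin signal scored within the nucleus-defined area of each cell; some results filed as inactive read as strong as hits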
bCat nuc transl: modulators of beta-catenin nuclear translocation. HeLa beta-catenin nuclear translocation, immunofluorescence imaging. nuclear translocation activity, % at 5 µM. 0.3% of 190,000 active;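 active = nuclear translocation activity above 50% at 5 µM, with a well cell count of 50 or more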;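 also: per-cell ratio of nuclear to cytoplasmic median beta-catenin stain intensity; plate controls were DMSO negative control for no effect and GSK-3 inhibitor IX positive control for full effect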
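assay system = human HeLa cells, endogenous beta-catenin | times = compound treatment 24 h, 37°C, 5% CO2 | detection = Anti-beta-catenin immunofluorescence on PFA-fixed, Triton-permeabilized cells, DAPI nuclei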
Dynein transport cytoplasmic EGFP: second read-out of Dynein transport, no call of its own (marks repeat the call); z-score; measured here: cytoplasmic GR-EGFP intensity; active compounds read high
Dynein transport nuclear GR-EGFP: recorded beside Dynein transport, whose call it bears; z-score; measured here: nuclear GR-EGFP intensity;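 lower value marks the stronger effect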
Dynein transport cell count: second read-out of Dynein transport, no call of its own (marks repeat the call); z-score; measured here: cell count per field
Ins promoter up cell count: also measured in Ins promoter up; calls as there; cell count; measured here: cytotoxicity, nuclei count;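 total cells summed across four imaged fields per well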
bCat nuc transl cell count 5 µM: recorded beside bCat nuc transl, whose call it bears; cell count; measured here: cell count, cytotoxicity flag
MT stabilizer Hoechst-high %: further read-out of MT stabilizer, marked with its call; % Hoechst-high responders; measured here: nuclear condensation Hoechst responders;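 share of cells brighter than vehicle mean plus two SD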
MT stabilizer cytotoxicity %: recorded beside MT stabilizer, whose call it bears; toxicity, %; measured here: cytotoxicity by cell density;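 0% = mean cell density of plate MIN control wells and 100% = no cells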
Autophagy HCS cell loss 18 h: second read-out of Autophagy HCS, no call of its own (marks repeat the call); toxicity, %; measured here: cell loss, nuclei count;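 cell loss after 18 h compound exposure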
* marks the source's active call; other numbers are inactive results; i = inactive; nt = not tested or not shown; + = active, no number; [ ] = another dose, or the depositor's remark.

SMILES	Autophagy HCS	Autophagy HCS cell loss 18 h	CSM14.1 death rescue	Dynein transport	Dynein transport cytoplasmic EGFP	Dynein transport nuclear GR-EGFP	Dynein transport cell count	P. falciparum M17LAP	P. falciparum M1AAP	UTI89 phage lysis	Ins promoter up	Ins promoter up cell count	MT stabilizer	MT stabilizer Hoechst-high %	MT stabilizer cytotoxicity %	bCat nuc transl	bCat nuc transl cell count 5 µM
Cc1cc(CNC(=O)C(C)n2cc([N+](=O)[O-])cn2)c2ccccc2n1 (stereo unspecified)	i	10	-1.6%	-0.66	-0.29	-0.44	0.39	3%	-1%	0.5%	nt	nt	3.9	2.2	8.4	1.5	1074
CC1=CC2=NC(=O)/C(=C\c3ccc(OC(=O)c4ccco4)cc3)C(=N)N2O1	i	-8	-1.2%	-0.48	-0.28	-0.33	0.57	3%	2%	4.8%	1.7	1028	1.2	2.5	5.5	-1.3	1058
Cc1c(C(=O)Nc2cccc(Cl)c2)c2ccccn2c1CCc1ccncc1	+	8.8*	0.5%	-0.35	-0.21	-0.17	-0.27	12%	-1%	-0.1%	0.12	1491	3.7	1.1	0.8	-1.0	1034
COc1ccc(Br)cc1S(=O)(=O)Nc1cccc(C)n1	i	1	1.9%	-0.12	-0.22	0.035	1.1	9%	3%	0.5%	nt	nt	2.0	1.6	3.1	-0.4	1610
NC(=O)CN1C(=O)C(O)(CC(=O)c2ccccc2O)c2ccccc21 (stereo unspecified)	nt	nt	-2.0%	0.92	-0.044	0.92	-1	17%	4%	-0.7%	1.1	1260	6.6	1.9	5.0	-2.3	1170
O=C(NCc1ccccc1)C1CCN(C(=O)NCc2ccccc2)CC1	i	-7	-0.5%	-0.78	-0.15	-0.042	0.21	12%	17%	0.8%	-0.19	1548	2.0	1.8	3.3	-6.2	1086
Cc1ccc(C(=O)NC(NC(=S)Nc2ccc(S(N)(=O)=O)cc2)C(Cl)(Cl)Cl)cc1 (stereo unspecified)	i	6	-3.2%	0.24	-0.19	0.26	-0.59	6%	2%	-0.1%	nt	nt	5.6	0.8	9.5	-1.0	964
Cc1ccccc1C(=O)NC(=S)Nc1sc2c(c1C#N)CCC(C)C2 (stereo unspecified)	i	2	-1.7%	0.8	-0.15	0.93	-0.69	2%	5%	-0.1%	0.26	1592	1.7	1.9	6.6	0.8	1410
COc1cccc(NC(=O)Cn2c(=O)n(CC3CCCO3)c(=O)c3ccccc32)c1 (stereo unspecified)	i	2	7.5%	-0.075	-0.25	0.24	0.24	5%	4%	1.2%	-0.38	864	3.8	2.6	5.6	-6.6	1217
CC(C)NC(=O)c1onc(CSc2cccc3ccccc23)c1C(=O)O	i	-3	-0.6%	0.43	-0.13	-0.55	0.51	31%	2%	0.8%	0.3	1450	2.9	1.5	7.0	1.3	1217
CCOc1ccc(C2OC34CCCCC3C(C#N)(C#N)C2(C#N)C(=N)O4)cc1OC (stereo unspecified)	i	-9	2.7%	-0.22	-0.18	0.2	0.64	-45%	16%	0.3%	0.91	829	1.2	1.5	6.2	1.5	1044
c1ccc(Cn2ncc3c(N4CCCCC4)ncnc32)cc1	i	-3	6.7%	1	-0.16	0.97	-0.16	-11%	6%	2.0%	nt	nt	2.1	2.5	3.4	-5.0	984
CCN(C(=O)CSc1nnc(Nc2ccccc2C)s1)C1CCS(=O)(=O)C1 (stereo unspecified)	i	-10	-0.3%	-1.5	-0.25	-0.63	1.6	13%	2%	-0.1%	-0.11	1539	2.8	3.5	5.4	-3.5	1119
CCN(CC)S(=O)(=O)c1cc(NC(=O)C(=O)c2c(-c3ccccc3)cc3ccccn23)ccc1C	i	13	0.0%	-0.068	-0.25	-0.069	1	11%	2%	0.9%	-1.3	577	2.1	1.5	6.7	-0.7	945
O=C(COc1cccc2cccnc12)N/N=C/c1ccc(O)cc1	i	-4	0.0%	-0.056	-0.36	-0.51	-0.37	5%	6%	-0.1%	nt	nt	4.9	1.8	6.8	-3.1	1046
O=P(O)(c1ccc(Cl)cc1)c1ccc(Cl)cc1	i	-5	2.6%	2.5	-0.11	1.1	-0.99	11%	-1%	-1.4%	-0.21	1442	3.7	3.4	7.6	-8.0	983
C=CCNC(=S)NNC(=O)c1ccc(Br)o1	i	-2	-2.5%	-1	-0.31	-0.8	1.2	6%	-1%	2.6%	0.26	1252	2.6	2.7	12	-0.2	620
COc1cc2c(cc1OC)C(Nn1cnnc1)=NC1(CCCC1)C2	nt	nt	nt	-0.85	-0.045	0.19	0.23	-4%	5%	-1.4%	0.27	1104	nt	nt	nt	0.1	1321
c1ccc(-c2nnc(OCc3cccnc3)c3ccccc23)cc1	i	9	2.9%	-0.96	-0.32	-0.49	0.53	2%	1%	1.0%	-1.2	1583	4.3	1.8	10	-3.9	1099
CCc1nc(SCC(=O)c2cccc([N+](=O)[O-])c2)n[nH]1	i	-6	-2.6%	0.72	-0.23	-0.051	-0.63	25%	8%	2.4%	0.25	1404	3.7	5.6	2.0	nt	nt
C/C(=N\Nc1nc2ccccc2[nH]1)c1ccc([N+](=O)[O-])cc1	nt	nt	nt	1.1	-0.23	1	-1.4	-5%	4%	0.7%	-0.61	979	nt	nt	nt	2.8	1385
Cc1nc2c(C(=O)NCc3ccc4c(c3)OCO4)c[nH]n2c(=O)c1Cc1ccccc1F	i	2	-0.4%	-0.3	-0.075	0.1	0.59	-10%	-1%	-2.3%	0.02	1538	4.5	3.7	6.0	0.6	1289
CC(=O)C1=C(O)C(=O)N(Cc2ccco2)C1c1ccccc1F (stereo unspecified)	i	4	2.4%	1.1	-0.036	0.61	0.048	3%	8%	1.1%	1.7	1159	3.9	2.0	5.5	-0.6	1132
COc1ccc(CN(C)CC(=O)Nc2cc3oc4ccccc4c3cc2OC)c(OC)c1	i	-14	-2.4%	-0.036	-0.17	0.43	-1.3	0%	4%	-0.1%	-1.2	1182	6.9	7.8	3.8	nt	nt
O=C(Cc1ccccc1)NCc1ccc(F)cc1	i	18	-1.8%	0.52	-0.16	0.41	-0.7	1%	-9%	4.3%[50 µM]	-0.64	1505	7.6	2.4	0.3	-0.4	1087
O=C(Nc1nc2ccccc2[nH]1)C1CC1	i	5	-0.5%	0.47	-0.32	0.74	-0.5	-3%	2%	0.3%	-0.5	1100	8.2	1.5	2.8	3.8	1011
O=C(N/N=C/C(Cl)=C/c1ccc([N+](=O)[O-])cc1)C(=O)Nc1ccc(C(=O)O)cc1	nt	nt	nt	-0.59	-0.16	-0.28	-0.73	9%	15%	0.2%	1.2	1337	nt	nt	nt	-0.2	1324
O=C1Nc2ccccc2N(O)N1c1ccc(S(=O)(=O)Nc2ccccn2)cc1	i	-6	-0.9%	-0.093	0.1	0.084	-0.23	20%	6%	0.4%	-1	1321	2.1	2.5	6.5	-2.2	1084
CC(C)CN(CC(C)C)S(=O)(=O)N1CCC(C(=O)NCc2cccs2)CC1	i	5	1.7%	-0.34	-0.23	0.035	-0.012	6%	-1%	0.4%	-0.01	1652	6.0	3.7	1.6	-0.7	1379
CCOc1ccc(C2=Nn3c(nnc3-c3ccc(OC)cc3)SC2)cc1	i	-4	-1.8%	-0.46	0.74	0.018	0.093	3%	-3%	0.8%	0.6	1047	40*	78*	64*	106*	522*
CCOC(=O)C(C)(C)N(Cc1cccc(C)c1)S(=O)(=O)c1cccc([N+](=O)[O-])c1	i	12	-1.8%	0.24	-0.23	-0.098	-0.09	-2%	5%	-4.5%	-0.01	1539	1.6	2.8	10	-1.3	1134
O=C(O)c1ccccc1SCC(=O)N1CCOCC1	i	-32	-1.1%	3.6	-0.1	1.7	-1.3	4%	1%	-0.4%	0.5	1561	4.3	1.4	0.9	-3.6	1083
COC(=O)c1ccc(CSc2nc(N3CCOCC3)c3c(c2C#N)CC(C)(C)OC3)o1	i	8	0.3%	-0.48	-0.18	0.1	-0.25	3%	2%	5.8%	nt	nt	5.0	1.8	6.7	0.8	1209
CC(C)Cn1c(N2CCN(CC(=O)Nc3ccc(Cl)cc3)CC2)nc2ccccc21	i	4	-2.9%	-0.31	-0.14	0.026	0.42	12%	7%	0.2%	0.41	1525	2.6	1.8	7.5	0.0	1583

Three entries already listed, ordered by the value under Dynein transport cytoplasmic EGFP, lowest first:
SMILES	Dynein transport	Dynein transport cytoplasmic EGFP	Dynein transport nuclear GR-EGFP	Dynein transport cell count	P. falciparum M17LAP	P. falciparum M1AAP	MT stabilizer Hoechst-high %
O=C(N/N=C/C(Cl)=C/c1ccc([N+](=O)[O-])cc1)C(=O)Nc1ccc(C(=O)O)cc1	-0.59	-0.16	-0.28	-0.73	9%	15%	nt
O=C1Nc2ccccc2N(O)N1c1ccc(S(=O)(=O)Nc2ccccn2)cc1	-0.093	0.1	0.084	-0.23	20%	6%	2.5
CCOc1ccc(C2=Nn3c(nnc3-c3ccc(OC)cc3)SC2)cc1	-0.46	0.74	0.018	0.093	3%	-3%	78*

This is a random part of the collection, and some 2.9% of all compounds hit somewhere here.
